Screening data deposited in PubChem by several laboratories.
Scp-1 inhibitor – inhibitors of human Scp-1 phosphatase; Q9GZU7; Recombinant Scp1, phosphopeptide, malachite green phosphate absorbance; inhibition, % at 20 µM; hit rate 0.88% among 340,000; AID 493091;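 active means inhibition above about 50% at 20 µM, limit read from the data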;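 further: plate controls were DMSO wells with enzyme for no effect and wells lacking enzyme for full effect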
Target sequence (Q9GZU7 76-261 limits assumed): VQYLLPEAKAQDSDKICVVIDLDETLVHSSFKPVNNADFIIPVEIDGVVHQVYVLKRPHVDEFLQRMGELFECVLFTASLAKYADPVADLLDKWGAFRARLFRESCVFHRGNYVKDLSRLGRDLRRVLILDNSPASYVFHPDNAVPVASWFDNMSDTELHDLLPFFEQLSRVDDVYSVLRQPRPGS
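Test system – truncated SCP-1 phosphatase (76-261aa) · Reagent – Phosphorylated 17-residue peptide substrate · Incubation – 45 min room-temperature reaction, 5 min colour, 30 min stabiliser · Detection – colorimetric phosphate reagent with accelerator and stabiliser, absorbance at 630 nm · Measure – % inhibition at 20 µM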
DNMT1 inh – DNMT1 (human) enzyme inhibition; P26358; DNMT1 molecular beacon, Hinp1I cleavage, fluorescence; inhibition (reported as % activation of signal), % at 10 µM; hit rate 0.83% among 360,000; AID 588458; in the data active means inhibition above about 50%
STEP inh – blocks human striatal-enriched tyrosine phosphatase; P54829; recombinant STEP, OMFP fluorogenic substrate, fluorescence; inhibition, % at 20 µM; hit rate 0.25% among 360,000; AID 588621;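 active means inhibition at 20 µM, scaled per plate between control wells, above about 37%, limit read from the data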;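 further: 0% = DMSO with enzyme and substrate and 100% = substrate only without enzyme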
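System: STEP (striatal-enriched tyrosine phosphatase) enzyme, cell-free; medium: Bis-Tris pH 6.0 buffer with DTT, detergent; dosing: 20 µM, 1% DMSO; times: reaction 20 min, ambient temperature; detection: fluorescence, 480/540 nm; read-out basis: normalized % inhibition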
Tb MetRS inh – Trypanosoma brucei MetRS inhibition. hit rate 0.4% among 360,000. purified T. brucei MetRS, ATP depletion, Kinase-Glo luminescence. inhibition, % at 11.9 µM. AID 624268;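 active means inhibition above a per-plate cutoff of the control wells' mean inhibition plus 3 SD, cut at about 5.5% in these data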;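 further: 0% = DMSO wells median and 100% = median of wells with control inhibitor compound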
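Dosing: 11.9 µM single point; system: parasite MetRS enzyme; technique: luminescence of leftover ATP; times: 15 min enzyme-compound preincubation, 2 h reaction, 10 min detection, 25 °C; replicates: each compound tested once; read-out basis: percent inhibition relative to median high and low control wells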
SKN-1 block – inhibitors of C. elegans SKN-1 | C. elegans VP596 Pgst-4::GFP/RFP ratio, acrylamide-induced, 24 h | inhibition, % at 21.8 µM | hit rate 0.49% among 360,000;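 active means interference check ratio from 0.5 to 1.5 plus GFP to RFP signal ratio inhibition reaching or exceeding a fixed threshold, cut at about 30% in these data, passing the limit was not always enough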; further: some compounds called inactive have numbers as strong as hits
Neddylation inh – blocks human cullin neddylation; TR-FRET cullin neddylation, biochemical; calls only at 25 µM; hit rate 0.58% among 360,000; in the data active means inhibition above about 36%
Target sequence (P61081 whole entry, looked up): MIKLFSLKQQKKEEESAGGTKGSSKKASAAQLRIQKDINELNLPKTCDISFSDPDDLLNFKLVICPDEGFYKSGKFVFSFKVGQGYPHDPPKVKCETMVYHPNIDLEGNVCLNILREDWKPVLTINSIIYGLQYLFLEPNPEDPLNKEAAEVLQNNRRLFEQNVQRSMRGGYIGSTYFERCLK
Target sequence (Q13564 whole entry, looked up): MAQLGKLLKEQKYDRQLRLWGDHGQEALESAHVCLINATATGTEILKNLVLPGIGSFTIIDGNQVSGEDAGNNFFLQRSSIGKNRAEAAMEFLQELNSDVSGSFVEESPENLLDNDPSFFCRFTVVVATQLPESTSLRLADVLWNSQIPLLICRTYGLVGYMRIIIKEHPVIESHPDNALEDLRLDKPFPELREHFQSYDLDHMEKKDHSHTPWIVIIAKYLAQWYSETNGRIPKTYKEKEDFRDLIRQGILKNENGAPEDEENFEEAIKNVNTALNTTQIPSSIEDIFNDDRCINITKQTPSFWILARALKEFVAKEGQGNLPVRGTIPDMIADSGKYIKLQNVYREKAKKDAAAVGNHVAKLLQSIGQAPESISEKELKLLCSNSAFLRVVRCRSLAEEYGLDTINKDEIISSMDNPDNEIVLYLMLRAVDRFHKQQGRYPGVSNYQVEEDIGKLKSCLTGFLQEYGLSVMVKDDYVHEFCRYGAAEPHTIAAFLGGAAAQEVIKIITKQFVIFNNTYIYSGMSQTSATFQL
SUMO1-SIM PPI – modulators of human SUMO1-mediated protein-protein interactions | SUMO1 binding to a labelled peptide, TR-FRET, 1 h | inhibition, % at 20 µM | AID 602429 | P63165 | hit rate 0.33% among 360,000; in the data active means inhibition above about 37%
Target sequence (P63165 whole entry, looked up): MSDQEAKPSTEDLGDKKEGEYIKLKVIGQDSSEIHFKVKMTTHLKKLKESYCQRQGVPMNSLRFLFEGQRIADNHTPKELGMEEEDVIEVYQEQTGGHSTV
CendR NRP1 mod – modulators of CendR peptide binding to human neuropilin-1 | FAM-RPARPAR peptide binding to NRP-1, fluorescence polarization | inhibition, % at 25 µM | hit rate 0.85% among 360,000 | AID 602438;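 active means inhibition or corrected inhibition above about 18%, plus a signal ratio from 0.5 to 1.5, limit read from the data, passing the limit was not always enough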; further: strong numbers were not always called active
LMPTP inh – blocks human LMPTP phosphatase. P24666. recombinant LMPTP-A, OMFP fluorogenic substrate, fluorescence intensity. inhibition, % at 20 µM. hit rate 0.22% among 360,000;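 active means compounds that cut the enzyme signal by at least half of the control window in the single-dose screen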;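 further: plate controls were DMSO wells with enzyme plus substrate for no effect and substrate without enzyme for full effect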
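Material: LMPTP-A; amount: 0.625 nM enzyme; doses: single 20 µM dose; times: reaction 50 min, room temperature, dark; technique: fluorescence intensity of OMFP turnover product; benchmarks: no-enzyme and uninhibited controls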
NadD inh – inhibitors of Staphylococcus aureus NadD. hit rate 0.78% among 360,000. inhibition, % at 20 µM. purified NadD enzyme, colorimetric absorbance read-out; in the data active means inhibition above about 26%; further: some compounds past the cut are filed as inactive
* marks the source's active call; other numbers are inactive results; i = inactive; . = no result given.

SMILES	Scp-1 inhibitor	DNMT1 inh	STEP inh	Tb MetRS inh	SKN-1 block	Neddylation inh	SUMO1-SIM PPI	CendR NRP1 mod	LMPTP inh	NadD inh
COC(=O)c1c(NC(=O)c2ccccc2)sc2c1CC(C)(C)NC2(C)C	-2	5	2	0.1	-9	i	12	6	-0.8	-6
CCc1nn(CC(=O)Nc2ccc(Br)c(C)c2)c(=N)s1	-2	-3	-1	-0.9	-7	i	0	-2	-1.9	-15
Cc1ccc(C(=O)COC(=O)c2nc(Cl)ccc2Cl)cc1	-10	-3	0	0.0	-6	i	1	-3	-0.1	-7
CCOc1ccc(NC(=O)CN(C)C(=O)c2cc(-c3cccs3)nn2-c2ccccc2)cc1OCC	-8	12	0	0.1	8	i	7	2	2.1	-5
Cc1nnc(SCc2ccc(CC(=O)O)cc2)o1	-2	4	0	0.0	7	i	-1	3	-0.2	-3
COc1cc(C)c(NC(=O)COc2ccc3c(c2)CCC3)cc1OC	-8	-1	3	-0.3	16	i	-4	16	-0.8	-5
CCCCCCCCCCCCN1[C@@H](CC(=O)O)c2cc(F)ccc2S1(=O)=O	-12	10	0	-0.1	-6	i	34	-57	2.6	17
Cc1ccc(Cc2nnc3n(-c4ccccc4)nc(C(=O)c4ccccc4)n3c2=O)cc1	-9	-1	4	0.1	5	i	-10	-2	4.9	15
Fc1ccccc1N1CCN(Cc2cccnc2)CC1	-7	1	0	2.0	-1	i	3	-10	-1.9	8
O=C1C(c2ccc(F)cc2)N(Cc2ccc3c(c2)OCO3)C(=O)CN1C1CCCCC1 (stereo not drawn)	2	-2	2	-0.7	4	i	0	0	-1.1	-3
C/C(=N\NC(=O)c1ccncc1)c1ccc(NC(=O)c2ccc(Cl)cc2)cc1	-5	2	2	-0.1	-26	i	4	-10	2.1	0
Cn1c(CO)c(-c2ccccc2)c2cc([N+](=O)[O-])ccc21	-8	-3	-3	-0.2	12	i	-22	-1	3.0	-11
Cc1c(Cl)c([N+](=O)[O-])nn1CC(=O)NCc1ccc(Cl)cc1	-11	1	-2	-0.4	18	i	-9	19	0.9	0
COc1ccc(CC(=O)N/N=C/c2ccc(-c3cccc(C(=O)O)c3)o2)cc1OC	45	13	5	-0.2	0	i	0	-46	-0.3	0
CCCCn1c(N)c(N(CCOC)C(=O)c2ccc(N3CCCC3=O)cc2)c(=O)[nH]c1=O	-10	-1	-2	-0.4	8	i	-3	8	-2.4	-4
O=C(COc1ccccc1/C=C1\SC(=O)NC1=O)Nc1ccc(F)cc1	-3	2	1	0.5	-13	i	20	-37	-1.8	4
COc1cc2c(cc1OC)C(C)N(C(=O)Cc1ccc(C(F)(F)F)cc1)CC2 (stereo not drawn)	-13	1	-2	-0.5	6	i	2	-13	-0.3	-4
CCC(C)c1c(O)nc(SCC(=O)N2CCCCCC2)[nH]c1=O (stereo not drawn)	-8	9	-2	-0.5	0	i	8	4	-1.8	-3
C#CCOc1c(Cl)cc(/C=C2/C(=O)ON=C2C)cc1OCC	0	0	2	0.0	-3	i	-3	-7	-0.3	1
C=C(C)CSc1nnc(-c2ccccc2)n1N	-7	11	0	-0.4	21	i	0	-3	-0.9	6
O=C(CCC1N=C2c3ccccc3N=C(SCc3cccc(Cl)c3)N2C1=O)NCc1ccco1 (stereo not drawn)	9	-6	-2	-0.7	-5	i	1	-4	1.2	6
COc1ccc(C(CNC(=O)c2cccc(S(=O)(=O)N3CCCC(C)C3)c2)N(C)C)cc1 (stereo not drawn)	-6	-4	0	-0.4	-2	i	-4	5	-3.7	-5
O=S1(=O)C=CC(Sc2nc3ccccc3[nH]2)C1 (stereo not drawn)	-5	2	-2	1.5	8	i	0	-7	-0.9	2
CC(=O)Nc1ccc(NC(=O)C(=O)N/N=C/c2cccnc2)cc1	-23	-1	2	2.8	8	.	0	-4	-2.0	4
CCCC(=O)Nc1nn(CC)c2nc3ccc(C)cc3cc12	-8	0	0	-0.8	4	i	-21	-5	1.4	-3
CC1Cc2ccccc2N1C(=O)c1cccnc1 (stereo not drawn)	-3	-4	-4	0.8	2	i	1	-7	-1.9	-4
CC(Oc1ccccc1F)c1nnc(SCC(=O)NCc2ccc3c(c2)OCO3)o1 (stereo not drawn)	-22	-9	2	-0.2	-15	i	2	1	3.0	7
Cc1c(NC(=O)C(C)OC(=O)Cc2ccc(F)cc2)c(=O)n(-c2ccccc2)n1C (stereo not drawn)	-6	0	-2	-0.4	14	i	1	-10	0.1	-8
Cc1ccc(S(=O)(=O)N2CCC(C(=O)NNS(=O)(=O)c3ccc(Cl)cc3)CC2)cc1	-3	-9	1	-1.0	3	i	3	6	-0.7	3
Cc1ccc(S(=O)(=O)NCCC(=O)NCc2ccccn2)cc1	-1	-6	-3	-0.5	-8	i	1	3	0.7	-4
CC(C)C(O)(C#CCN1CCCCCC1)c1ccccc1 (stereo not drawn)	-4	6	0	-0.5	-3	i	3	-6	-0.8	5
Cc1ccccc1Cn1ccc(NC(=O)c2cnn3cccnc23)n1	-5	-3	3	-0.4	7	i	-6	-8	-0.4	2
CN(C)CCCNC(=S)/N=c1\sccn1Cc1ccccc1Cl	-2	-1	0	-0.6	11	i	1	-4	-0.5	-2
Cc1ccccc1NC(=S)NC(=O)CCc1ccccc1	-11	-2	3	-0.7	7	i	0	-9	14	-5
C[C@H]1CN([C@@H](C)CO)C(=O)CCCn2cc(nn2)CO[C@@H]1CN(C)C(=O)c1ccc(N2CCN(C)CC2)cc1	.	-6	-8	-0.7	-19	i	4	7	-5.5	-9
Cc1cc(N/N=C/c2ccc(O)cc2)nc(NS(=O)(=O)c2ccccc2)n1	48	83*	41*	0.2	4	i	14	13	18	4
CCOc1ccc(Cl)cc1S(=O)(=O)N1CCC(C(=O)NCc2ccco2)CC1	-1	-1	-1	0.0	7	i	0	11	0.4	-4
O=C(O)C1=CCC=CC1C(=O)O (stereo not drawn)	.	99*	20	-0.1	9	i	69*	-19	12	-11
Cc1ccc2nc(NC(=O)CNS(=O)(=O)c3ccc(Br)s3)sc2c1	-6	-9	-1	1.0	-7	i	2	-2	1.7	-14
COc1ccc(C(C(=O)Nc2ccc3c(c2)OCCO3)n2c(=O)c(-c3cc4ccccc4[nH]3)nc3ccccc32)cc1 (stereo not drawn)	.	.	.	-0.3	12	.	1	-8	2.8	.
CCOc1ccc(/C=N/NC(=O)CN2CCSCC2)cc1	0	1	-1	-1.1	10	i	11	8	-1.5	-3
COc1ccc(C(=O)/C=C(/C)N(C)C)cc1	-8	5	-2	-1.8	10	i	-2	-15	-0.6	-1
O=C(/C=C/Nc1ccc(S(=O)(=O)Nc2ncccn2)cc1)c1cccs1	-2	-1	0	-0.3	-18	i	-23	-17	0.2	3
O=C(Nc1cccc(-c2cn3cccnc3n2)c1)c1ccc2c(c1)OCO2	0	-8	-1	-0.2	2	.	-10	1	18	11
Cc1cccc(C(=O)OCC(=O)NCC2CCCO2)c1O (stereo not drawn)	21	1	3	-0.6	-13	i	-4	-12	0.0	-2
CCOC(=O)C1=C(C)NC(=O)NC1c1ccco1 (stereo not drawn)	23	41	1	-0.6	3	i	4	-4	0.8	13
CCCCSc1nnc2n(CCc3ccccc3)c(=O)c3c4c(sc3n12)COC(C)(C)C4	-3	-1	5	-1.1	-29	i	-3	4	-3.1	-25
CC1CCC(NC(=O)CCNS(=O)(=O)c2ccc3c(c2)CCC(=O)N3)CC1 (stereo not drawn)	0	3	-1	-0.1	1	i	4	-3	-0.3	-1
COc1ccc(CCNc2ccncn2)cc1	-5	4	2	-0.1	3	i	-3	-18	0.0	3
Cc1cccc(CC(=O)N2CCCC2)c1	-9	0	0	-0.2	16	i	0	6	-1.2	-2
Cc1ccccc1NC(=O)N1c2ccccc2CC1C (stereo not drawn)	-3	-4	-3	-0.1	10	i	-1	-11	-1.8	3
O=C1C=C(c2ccccc2)CCC1	3	3	1	-0.2	-7	i	-9	3	-0.6	0
Cc1ccc(S(=O)(=O)N/N=C/c2ccc(C(=O)O)cc2)cc1	-10	2	1	-0.2	-21	i	2	-7	-0.2	-3
COC(=O)CCC(=O)OC1(C)C(=O)C2=CN(C3CCCC3)C(c3ccc(OC)cc3)=CC2=C(Br)C1=O (stereo not drawn)	1	0	4	-0.2	13	i	-5	4	8.1	10
O=C1CN(C(=O)COC(=O)CCSc2ccccc2Cl)c2ccccc2N1	-5	-2	5	-0.4	4	i	-1	2	0.9	-5
CC(NC(=O)COC(=O)C1CCN(S(=O)(=O)c2ccccc2C(F)(F)F)CC1)c1ccccc1 (stereo not drawn)	-8	0	-1	-0.6	6	i	0	13	-0.6	-1
Cc1cc(C)c(CN2CCC(n3nccc3NC(=O)CCOc3ccccc3)CC2)cc1C	-1	4	3	-0.4	22	i	-2	9	-1.2	-4
CCOCCCNC(=O)C(NC(=O)c1ccccc1O)c1ccc(C)cc1 (stereo not drawn)	5	1	2	-0.8	3	.	2	-8	0.5	2
COc1ccc(C(=O)Nc2cc([N+](=O)[O-])ccc2N2CCCC2)cc1	-2	1	1	0.3	-6	i	-29	-8	0.0	-7
Cc1cnc(C)c(Nc2nc(C(N)Cc3ccc(C(F)(F)F)cc3)cs2)n1 (stereo not drawn)	.	-18	-1	0.0	11	i	-61	-4	-0.7	9

Fetched by compound from the list above:
SMILES	Scp-1 inhibitor	DNMT1 inh	STEP inh	Tb MetRS inh	SKN-1 block	Neddylation inh	SUMO1-SIM PPI	CendR NRP1 mod	LMPTP inh	NadD inh
O=C1C=C(c2ccccc2)CCC1	3	3	1	-0.2	-7	i	-9	3	-0.6	0
COc1ccc(C(=O)/C=C(/C)N(C)C)cc1	-8	5	-2	-1.8	10	i	-2	-15	-0.6	-1
COC(=O)CCC(=O)OC1(C)C(=O)C2=CN(C3CCCC3)C(c3ccc(OC)cc3)=CC2=C(Br)C1=O (stereo not drawn)	1	0	4	-0.2	13	i	-5	4	8.1	10
COc1ccc(CCNc2ccncn2)cc1	-5	4	2	-0.1	3	i	-3	-18	0.0	3
COc1ccc(C(=O)Nc2cc([N+](=O)[O-])ccc2N2CCCC2)cc1	-2	1	1	0.3	-6	i	-29	-8	0.0	-7
CCOC(=O)C1=C(C)NC(=O)NC1c1ccco1 (stereo not drawn)	23	41	1	-0.6	3	i	4	-4	0.8	13
Cc1ccc(S(=O)(=O)N/N=C/c2ccc(C(=O)O)cc2)cc1	-10	2	1	-0.2	-21	i	2	-7	-0.2	-3
